# ABCB6 inh MLPCN: human ABCB6 transporter inhibition; K562-ABCB6 porphyrin accumulation, flow cytometry, 1 h; active compounds read low; fluorescence ratio to DMSO, % at 10 µM; 0.19% of 360,000 active; Q9NP58;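 active = fluorescence ratio to DMSO below 75%, the collection mean minus 3 SD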;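 note: signal is porphyrin accumulated inside mitochondria; 100% equals median channel fluorescence of DMSO control wells; lower ratio means ABCB6 inhibition with less porphyrin fluorescence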
# NOD2-RIPK2 inh: NOD2-RIPK2 protein interaction inhibition; O43353; CHO BLA complementation NOD2-RIPK2, CCF4 ratio; inhibition, % at 4.98 µM; 0.38% of 360,000 active; in the data active = inhibition above about 21%;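 note: 0% = vehicle only and 100% = reference blocker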
# Target sequence (O43353 whole entry, looked up): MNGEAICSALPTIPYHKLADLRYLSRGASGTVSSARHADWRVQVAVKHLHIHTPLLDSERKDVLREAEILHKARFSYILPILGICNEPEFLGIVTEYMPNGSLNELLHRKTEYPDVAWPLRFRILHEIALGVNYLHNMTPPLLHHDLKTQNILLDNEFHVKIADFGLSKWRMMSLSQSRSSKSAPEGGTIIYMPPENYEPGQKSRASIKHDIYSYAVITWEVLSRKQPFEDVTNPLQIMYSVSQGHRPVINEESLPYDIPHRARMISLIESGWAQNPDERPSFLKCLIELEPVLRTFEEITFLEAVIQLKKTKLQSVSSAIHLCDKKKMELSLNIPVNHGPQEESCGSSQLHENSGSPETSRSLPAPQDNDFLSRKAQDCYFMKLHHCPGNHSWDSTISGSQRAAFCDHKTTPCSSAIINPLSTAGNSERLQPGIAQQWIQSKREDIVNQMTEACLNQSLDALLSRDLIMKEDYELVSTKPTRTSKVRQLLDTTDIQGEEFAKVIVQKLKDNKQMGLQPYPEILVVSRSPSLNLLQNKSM
# MC4R antagonist: human MC4R antagonism in cAMP assay; inhibition, % at 6.5 µM; 0.48% of 360,000 active; P32245; MC4R-expressing cells, MTII-stimulated cAMP, LANCE TR-FRET;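 active = inhibition above its plate's cutoff, the mean of tested wells on that plate plus 3 SD, cut at about 29% in these data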;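 note: 0% = Melanotan II alone and 100% = Melanotan II plus saturating MCL0020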
# Target sequence (P32245 whole entry, looked up): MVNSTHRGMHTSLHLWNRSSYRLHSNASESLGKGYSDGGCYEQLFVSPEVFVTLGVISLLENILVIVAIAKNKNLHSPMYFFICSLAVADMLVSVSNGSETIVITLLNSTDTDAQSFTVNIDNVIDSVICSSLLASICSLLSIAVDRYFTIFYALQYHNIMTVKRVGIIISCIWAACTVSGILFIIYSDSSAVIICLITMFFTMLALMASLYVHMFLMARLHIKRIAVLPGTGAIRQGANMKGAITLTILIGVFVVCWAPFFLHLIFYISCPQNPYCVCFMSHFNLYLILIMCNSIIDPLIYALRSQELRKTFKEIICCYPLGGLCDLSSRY
#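 system = U2OS cells with stable human MC4R expression | also added = Melanotan II challenge after compound preincubation | dosing = one concentration, 6.5 µM nominal | incubation = compound 30 min, challenge 1 h, detection 1 h | measured by = TR-FRET with Eu-cAMP and labeled anti-cAMP, 671 nm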
# aDG glyco up: alpha-DG glycosylation activation; 0.22% of 360,000 active; activation, % at 10 µM; AID 624168; Pro5-aDG cells, alpha-DG glycosylation AlphaScreen (IIH6); 0% Pro5, 100% B10-LARGE cell signal;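 active = activation of at least 8% versus controls, or a plate z-score of at least 8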;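 note: Pro5 are CHO cells carrying HIG-tagged alpha-DG that lacks glycosylation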
# TLR9-MyD88 block: blocks human TLR9 binding to MyD88; Q9NR96+Q99836; CHO BLA complementation TLR9-MyD88, CCF4 FRET ratio; inhibition, % at 4.98 µM; 0.21% of 340,000 active; AID 504734;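 active = inhibition above the mean over all tested compounds plus 3 SD, cut at about 21% in these data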;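 note: 0% = DMSO only wells and 100% = clavulanate BLA inhibitor control wells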
# Glyco luc inh: N-linked glycosylation inhibition. D54 ERlucT glycosylation luciferase reporter, 24 h; percent of 100 nM tunicamycin response. reporter increase, % at 12.5 µM. 0.23% of 360,000 active;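 active = mean luciferase reporter signal, scaled so untreated is 0 and the glycosylation-blocking control 100, at or above a set limit in every replicate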;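 note: luciferase carries N-glycosylation sites so blocking glycosylation raises the light; 0% = median of neutral control wells and 100% = median of 100 nM tunicamycin wells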
# Vif imaging: blocks HIV Vif function; 0.35% of 340,000 active; HEK293T cells, Vif self-association by quenched fluorescence, imaging, 24 h; inhibition, % at 7.49 µM; AID 602346; in the data active = inhibition above about 50%, passing the limit was not always enough; note: some results filed as inactive read as strong as hits
# ABHD5-PLIN5 inh: inhibitors of human ABHD5-perilipin-5 interaction; Q00G26+Q8WTS1; Split G. princeps luciferase complementation, luminescence, 4 h; inhibition, % at 4 µM; 0.78% of 360,000 active;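 active = inhibition above the mean inhibition across every tested compound plus 3 SD, cut at about 22% in these data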;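 note: 0% = DMSO only wells and the 100% control is not disclosed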
# MC4R barr agon: human MC4R agonism via beta-arrestin. P32245. U2OS MC4R beta-arrestin complementation, luminescence; percent of melanotan II response, DMSO zero. activation, % at 8.9 µM. 0.98% of 360,000 active;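 active = activation above a per-plate cutoff, the mean activation of sample wells on that plate plus 3 SD, cut at about 8% in these data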
# Granule exo inh: blocks lytic granule exocytosis; TALL-104 LAMP-1 surface exposure, flow cytometry; cells stimulated with thapsigargin and PMA; inhibition, % at 10 µM; 0.66% of 360,000 active; AID 651702;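 active = inhibition above about 55%, limit read from the data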
# Starred values were filed as active, the others as inactive; · = not tested or not shown.
# Order of values – ABCB6 inh MLPCN, NOD2-RIPK2 inh, MC4R antagonist, aDG glyco up, TLR9-MyD88 block, Glyco luc inh, Vif imaging, ABHD5-PLIN5 inh, MC4R barr agon, Granule exo inh
CCOC(=O)C(NC(=O)CC(C)C)(Nc1cc(C)on1)C(F)(F)F (stereo unspecified)
→ 87, 4, 6, -0.2, -5, 2, 4, -1, -1.8, -1
Cn1c(=O)c2c(ncn2CCNC2=NCCCCC2)n(C)c1=O
→ 96, -1, -6, -0.2, 0, -2, 2, -3, -2.2, -3
Cc1cc(C)n(-c2ccc(F)cc2CN2CCN(C3CCCC3)C(CCO)C2)n1 (stereo unspecified)
→ 102, -4, 12, 0.0, 6, 3, 1, -1, -2.0, -2
COC(=O)C1=C(C)N(Cc2ccccc2)C(=NCC(C)C)N[C@H]1c1cccc(C(F)(F)F)c1
→ 92, 7, 8, -0.6, -1, 0, ·, 24*, 16*, -3
c1ccc(CSc2nccc(-c3ccco3)n2)cc1
→ 96, -7, 7, 0.2, ·, -3, 0, 9, -1.8, -7
C1CC(CN2CCOCC2)CN(c2nc3nonc3nc2N2CCSCC2)C1 (stereo unspecified)
→ 96, 2, 11, -0.2, 9, 1, 1, 5, -1.4, 2
CCOc1ccc2[nH]c(C)c(CN3CCN(C)CC3)c(=O)c2c1
→ 95, 4, -3, 0.1, 7, 3, -17, -2, -1.4, 68*
O=C(NC1CCCC1)C(c1ccncc1)N(CC1CCCO1)C(=O)Cn1nnc(-c2cccs2)n1 (stereo unspecified)
→ 101, 1, 3, 0.1, 1, -1, 7, -8, -0.8, -1
C#CC[N+](C)(C)CC#Cc1ccc(C)cc1
→ 96, 5, -3, 0.0, -2, 14, -3, 4, -0.7, -2
Cc1cc(C)c(C(=O)COC(=O)CNC(=O)c2ccccc2C)c(C)c1
→ 98, -1, 25, 0.0, 1, 1, 11, -1, -1.1, 9
Cc1cc(NC(=O)COC(=O)c2ccc(F)c(S(=O)(=O)N3CCOCC3)c2)no1
→ 96, -11, 6, 0.0, 2, 1, 43, -2, -2.0, -17
CCCNC(=O)C(Cc1cccc(OC)c1)NC(=O)c1ccc(C(C)(C)C)cc1 (stereo unspecified)
→ 98, -4, 6, 0.2, -4, 2, 0, 2, -0.8, -2
Cc1ccc(CSc2nnc(CS(=O)Cc3ccc(Cl)cc3Cl)n2C)cc1 (stereo unspecified)
→ 103, -12, 6, 0.2, 4, 0, ·, -4, -2.6, -7
Cc1sc2ncnc(N3CCOCC3)c2c1C
→ 97, -7, -9, 0.3, -5, -4, -2, 6, -2.0, -2
CCc1cc(=O)oc2cc(OCC(=O)N3CCC[C@H]3C(=O)O)ccc12
→ 97, 2, -14, -0.2, 0, 0, -8, 1, -1.5, 10
CCOC(=O)C1(C)CCCN(C(=O)c2ccccc2F)C1 (stereo unspecified)
→ 102, 6, 3, -0.1, ·, -2, 4, -3, -2.2, 3
COc1ccc(N(C(C)C(=O)N(C)Cc2ccccc2)S(C)(=O)=O)cc1 (stereo unspecified)
→ 102, -1, 24, 0.0, -6, 3, -3, 3, -0.1, -7
O=C(CSCc1ccccc1)N=Nc1c(O)[nH]c2ccccc12
→ 95, -6, -2, -0.1, -4, -6, 0, 4, -1.4, 2
O=C(NC(=S)Nc1ccc2[nH]c(=O)[nH]c2c1)c1cccc(F)c1
→ 101, 3, 13, 0.0, -4, 0, 11, -2, -2.4, -11
O=C(Nc1c2c(nn1-c1ccccc1)CS(=O)C2)c1ccc2c(c1)OCO2 (stereo unspecified)
→ 99, -4, -2, -0.2, 7, 3, -6, -3, -2.5, 0
Cc1cccc(N2C(=O)CS/C2=N\NC(=O)c2ccc(Cl)cc2)c1C
→ 101, -12, 9, 0.1, -2, 1, -4, -11, 0.0, -6
CCc1cc(=O)oc2cc(OC(C)C(=O)NCC3CCC(C(=O)O)CC3)c(Cl)cc12 (stereo unspecified)
→ 94, -3, 2, 0.1, -1, 1, -5, -3, -2.2, -1
C=C(C)Cn1c(N)cc(=O)nc1SCC(=O)Nc1cccc(C(F)(F)F)c1
→ 102, 4, 0, 0.1, 1, 3, -10, -3, -3.7, 2
COc1ccc(N(CC(=O)Nc2cc(C)ccc2C)S(=O)(=O)c2c(C)nn(C)c2C)cc1
→ 91, 2, 6, -0.3, 1, 0, 1, -2, -0.5, -1
CCCOCC1CC2(CC(C)(c3csc(N)n3)OC2=O)C(=O)O1 (stereo unspecified)
→ 93, -3, -1, 0.6, -6, 3, 3, 2, -1.6, 1
CC(C)(C)CN1C(=O)C(=O)NC[C@@H]1CC1CCCCC1
→ 95, -45, ·, -0.2, ·, ·, ·, 20, ·, -4
Cc1nn(-c2ccccc2)c(Cl)c1/C=N/Nc1nc2ccccc2n1C
→ 101, -10, 13, 4.7, -7, -6, -5, 4, -0.2, 90*
O=C(Nc1cccc(Cl)c1)c1csc([C@H]2C[C@H](O)[C@@H](CO)O2)n1
→ 94, -4, -7, -0.2, ·, 2, 5, -2, -0.8, 10
O=C(COc1cccnc1[N+](=O)[O-])Nc1ccccc1Sc1ccccc1
→ 97, -9, 8, 0.1, 1, -3, 0, -1, -1.9, 0
O=C(NCCN1CCc2ccccc2C1)C1CC(=O)N(C2CCCC2)C1 (stereo unspecified)
→ 103, 4, 11, -0.1, -12, -1, 4, -8, -1.4, -1

# The closing 2 compounds of the part above are carried over, then new ones follow:
# Order of values – ABCB6 inh MLPCN, NOD2-RIPK2 inh, MC4R antagonist, aDG glyco up, TLR9-MyD88 block, Glyco luc inh, Vif imaging, ABHD5-PLIN5 inh, MC4R barr agon, Granule exo inh
O=C(COc1cccnc1[N+](=O)[O-])Nc1ccccc1Sc1ccccc1
→ 97, -9, 8, 0.1, 1, -3, 0, -1, -1.9, 0
O=C(NCCN1CCc2ccccc2C1)C1CC(=O)N(C2CCCC2)C1 (stereo unspecified)
→ 103, 4, 11, -0.1, -12, -1, 4, -8, -1.4, -1
Cc1ccc(S(=O)(=O)Nc2ccccc2C(=O)N2CCCCCC2)cc1
→ 101, -2, 6, -0.1, -8, 0, -4, 3, -0.4, 12
Cc1ccc(NCN2C(=O)C(=O)c3ccccc32)nc1
→ 103, -7, -21, 1.5, 4, 10, -18, -6, -2.4, 4
O=C1C(C=Nc2ccc(F)cc2)=C(O)c2ccccc21
→ 104, -8, 23, 0.3, -2, -13, -13, -1, -1.7, 1
COc1cccc(CC2(CO)CCN(Cc3cnc(N4CCOCC4)s3)CC2)c1
→ 96, -4, -4, -0.1, -8, -1, -6, -5, -3.2, 0
Cc1nnc2sc(-c3ccc(-c4ccc(Cl)c(C(F)(F)F)c4)o3)nn12
→ ·, 3, 4, 0.3, -6, 1, -11, 5, -0.3, 3
CCCCCNC(=O)C(c1cc2ccccc2o1)n1c(=O)c(-c2ccccc2)nc2ccccc21 (stereo unspecified)
→ ·, -13, ·, -0.4, ·, ·, ·, -25, ·, 0
CCOC(=O)C1=CCC(c2cccc(C)c2)N(S(=O)(=O)c2ccc(C)cc2)C1 (stereo unspecified)
→ 95, 4, ·, 0.1, ·, -3, ·, -5, ·, 6
N#Cc1cccc(C(=O)C(=O)N2CCC(c3ccccc3)CC2)c1
→ ·, 3, ·, 0.4, ·, ·, ·, -13, ·, 11
COc1ccccc1C(NC(=O)C1CCN(CCc2ccc(Br)cc2)CC1)c1ccccn1 (stereo unspecified)
→ 99, 2, 5, -0.2, ·, 5, -3, 3, -0.7, -2
COc1ccc(NC(=O)Cc2ccc(C)cc2)cc1S(=O)(=O)N1CCCCC1
→ 94, -3, 17, -0.1, -6, -4, -11, -11, -1.6, 1

# Next section, overlapping the part above by 3 compounds.
# Order of values – ABCB6 inh MLPCN, NOD2-RIPK2 inh, MC4R antagonist, aDG glyco up, TLR9-MyD88 block, Glyco luc inh, Vif imaging, ABHD5-PLIN5 inh, MC4R barr agon, Granule exo inh
N#Cc1cccc(C(=O)C(=O)N2CCC(c3ccccc3)CC2)c1
→ ·, 3, ·, 0.4, ·, ·, ·, -13, ·, 11
COc1ccccc1C(NC(=O)C1CCN(CCc2ccc(Br)cc2)CC1)c1ccccn1 (stereo unspecified)
→ 99, 2, 5, -0.2, ·, 5, -3, 3, -0.7, -2
COc1ccc(NC(=O)Cc2ccc(C)cc2)cc1S(=O)(=O)N1CCCCC1
→ 94, -3, 17, -0.1, -6, -4, -11, -11, -1.6, 1
O=C(Nc1ccccc1NC(=O)c1ccccc1F)c1ccccc1F
→ 102, 4, 4, -0.1, -3, -1, 10, -8, -1.0, -9
COc1ccccc1C(=O)Nc1ccc2nc(SCC(=O)N(C)C)sc2c1
→ 91, -11, 1, 0.3, 0, 2, -3, 4, -2.5, -6
O=C1c2ccccc2NC(c2cccc(F)c2)N1Cc1ccccc1 (stereo unspecified)
→ 94, 2, 1, 0.3, -1, -3, 2, 3, -0.2, 17
CC1Oc2ccccc2N(CC(=O)NCCN2CCOCC2)C1=O (stereo unspecified)
→ 98, -14, -10, 0.1, -1, 1, 21, 4, -2.0, -9
Cc1ccsc1C1Nc2ccccc2C(=O)N1O (stereo unspecified)
→ 99, -8, 10, -0.2, 5, 1, 10, -2, -2.1, -2
CCCn1c2c(c(=N)c3c1CCC3)CCCC2
→ 96, -12, -1, 0.0, 1, 1, -13, 7, 2.4, 1
CC(NC(=O)Nc1ccc(Cl)cc1)c1ccc2c(c1)OCO2 (stereo unspecified)
→ 103, -10, 23, 0.0, -4, -9, -6, -1, 1.2, 2
CN(CC(=O)NCCCN1CCOCC1)S(=O)(=O)c1cc(Cl)ccc1Cl
→ 102, -1, -5, -0.2, -1, 0, 9, 4, -0.9, 1
CN1CCN(/C(=N\S(=O)(=O)c2ccc(F)cc2)c2ccccc2)CC1
→ 88, 2, -4, -0.3, -9, 0, -2, -1, -0.2, -1
C/C(CC(=O)Nc1ccc(C)c(Cl)c1)=N\NC(=O)C1CCCCC1
→ 84, -3, 3, -0.1, -5, 0, 11, -4, -1.9, 54
Cc1ccc(OCC(=O)N/N=C/c2ccncc2)cc1C
→ 98, -7, 3, 0.1, 5, 2, -6, -2, -1.6, -6
CSc1nsc(NN)n1
→ 97, -18, 13, 0.0, -6, 2, -2, 1, 4.0, -12
COCCN(Cc1ccccc1)C(=O)c1cccc(S(=O)(=O)N2CCN(c3ccccc3)CC2)c1
→ 99, 0, 12, 0.7, -6, -3, -9, -9, -2.5, 17
COc1cccc(Cn2c(C(C)n3c(C)nc4ccccc43)nc3ccccc32)c1 (stereo unspecified)
→ ·, 1, ·, 0.4, ·, ·, ·, 4, ·, 1
Cc1ccc(N2CC(C(=O)NCCS(=O)(=O)N3CCN(c4ccccc4F)CC3)CC2=O)cc1 (stereo unspecified)
→ 108, -5, 1, 2.2, 2, 2, 7, 2, -1.8, -10

# Not all compounds are listed, so the mix of outcomes need not match the whole.
